PvdQ acylase: P. aeruginosa PvdQ acylase inhibition. purified PvdQ acylase, fluorescence plate reader. inhibition, % at 10 µM. hit rate 0.063% among 340,000. AID 488965; in the data active means inhibition above about 30%, passing the limit was not always enough;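 further: 0% = vehicle neutral wells and 100% = reference inhibitor wells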
SR-BI DiI inh: mouse SR-BI HDL lipid transfer inhibition; Q61009; ldlA[mSR-BI] CHO cells, DiI-HDL uptake fluorescence, 3 h; inhibition, % at 12.5 µM; hit rate 0.96% among 320,000;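 active means mean replicate inhibition of at least 70% and a set share of replicates each scoring 70 or more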;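 further: 0% = median of neutral control wells and 100% = median of positive control wells; values of inactives mirror those of a sister screen read the other way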
Target sequence (Q61009 whole entry, looked up): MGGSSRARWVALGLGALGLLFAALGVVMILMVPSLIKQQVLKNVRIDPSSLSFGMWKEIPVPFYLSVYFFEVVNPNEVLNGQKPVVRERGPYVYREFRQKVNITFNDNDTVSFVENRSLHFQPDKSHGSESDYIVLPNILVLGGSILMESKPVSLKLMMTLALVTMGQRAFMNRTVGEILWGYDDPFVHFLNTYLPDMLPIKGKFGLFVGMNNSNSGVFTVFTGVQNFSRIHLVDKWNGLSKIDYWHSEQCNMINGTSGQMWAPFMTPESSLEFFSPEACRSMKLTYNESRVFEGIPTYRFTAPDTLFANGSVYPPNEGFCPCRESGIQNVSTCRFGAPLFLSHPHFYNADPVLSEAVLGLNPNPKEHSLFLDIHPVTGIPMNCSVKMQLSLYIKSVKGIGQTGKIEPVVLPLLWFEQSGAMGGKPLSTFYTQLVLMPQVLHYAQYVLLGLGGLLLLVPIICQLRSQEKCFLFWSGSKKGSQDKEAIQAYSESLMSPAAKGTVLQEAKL
DAGLB inh: diacylglycerol lipase beta (human) inhibition; HEK293T DAGLB membrane lysate, EnzChek fluorogenic substrate; inhibition, % at 5.17 µM; hit rate 0.059% among 340,000; AID 504411; in the data active means inhibition above about 34%;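 further: 0% = enzyme with vehicle and 100% = wells lacking enzyme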
PKA-R2B activ: PKA-R2B complex activation | PKA-R2B holoenzyme dissociation, Cy5-IP20 fluorescence polarization; R2B truncated from residue 108, S112A mutant; 0% DMSO only, 100% 113 µM cGMP | P22694+P31323 | activation, % at 11.4 µM | hit rate 0.079% among 340,000;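 active means activation above a cutoff set at the mean over all compounds plus 3 SD, cut at about 18% in these data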;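 further: higher means more holoenzyme dissociation and a rise in polarization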
Target sequence (P31323 whole entry, looked up, other chains not shown, the tested form may be a part): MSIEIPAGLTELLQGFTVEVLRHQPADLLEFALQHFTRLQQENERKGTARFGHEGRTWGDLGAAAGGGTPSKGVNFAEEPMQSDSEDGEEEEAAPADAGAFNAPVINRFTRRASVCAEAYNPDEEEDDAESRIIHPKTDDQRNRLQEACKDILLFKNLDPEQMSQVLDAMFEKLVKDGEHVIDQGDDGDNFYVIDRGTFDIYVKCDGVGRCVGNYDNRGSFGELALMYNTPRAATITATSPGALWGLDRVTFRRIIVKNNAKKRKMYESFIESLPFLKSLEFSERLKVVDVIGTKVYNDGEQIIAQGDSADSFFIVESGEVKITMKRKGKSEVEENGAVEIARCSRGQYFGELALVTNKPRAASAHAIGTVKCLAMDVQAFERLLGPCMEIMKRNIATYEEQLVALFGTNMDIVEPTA
Cardiac RTF inh: cardiac RTF calcium desensitization | P19429+P45379 | IANBD-labeled cardiac RTF, Ca2+ fluorescence | inhibition, % at 7.15 µM | hit rate 0.12% among 340,000;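 active means inhibition above the mean inhibition of all tested compounds plus 3 SD, cut at about 17% in these data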;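 further: assay run at fixed EC70 calcium of 1.6 mM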
NSD2 HMT inh: inhibitors of human histone methyltransferase NSD2. O96028. NSD2 peptide methylation, AlphaScreen, 120 min. inhibition, % at 12.5 µM. hit rate 0.54% among 310,000. AID 743445; in the data active means inhibition above about 50%
SR-BI DiI-HDL act: enhances SR-BI lipid uptake from DiI-HDL; CHO ldlA[mSR-BI] cells, DiI-HDL uptake fluorescence, 3 h; 100 = double the neutral-control signal; activation, % at 12.5 µM; hit rate 0.096% among 320,000;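 active means mean replicate activation of at least 60% and every replicate at or above 60%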;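 further: 0% = median plate neutral-control signal and 100% = twice that signal; values of inactives mirror those of a sister screen read the other way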
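System: LDL receptor-deficient CHO ldlA cells overexpressing murine SR-BI | Timing: 3 h uptake period with compound, 37 °C | Medium: HEPES-buffered (25 mM, pH 7.4) F12 plus 0.5% BSA | Dosing: Single-point compound dose | Signal: Bottom-read fluorescence, 550/595 nm | Read-out: Retained DiI signal reflecting DiI-HDL uptake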
C-LANA FP: blocks KSHV LANA C-terminal domain binding to DNA; inhibition, % at 9 µM; hit rate 0.078% among 340,000; AID 504423; MBP-C-LANA/FAM-LBS DNA binding, fluorescence polarization;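 active means highest replicate inhibition at or above 60% at 9 µM, even if other replicates fall short; inactive means all replicates below 60% inhibition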;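 further: 0% = neutral control wells and 100% = 4 µM acridine orange control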
Arr AP2 block: inhibitors of human beta-arrestin and AP2 interaction. FITC-arrestin peptide / GST-AP2 beads, flow cytometry; AP2 beta2 appendage carries R879A mutation. inhibition, % at 10 µM. hit rate 0.31% among 340,000;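 active means inhibition above a set limit, near 3 SD of compounds lacking own fluorescence, cut at about 54% in these data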;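 further: plate controls were DMSO wells for no effect and 5 µM unlabelled arrestin peptide for full effect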
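Test system: GST-tagged AP2 beta2-adaptin appendage (R879A) on 4 µm glutathione beads; also added: fluorescein-tagged arrestin peptide at 50 nM final; timing: 12 min plus 1 h, RT; signal: flow cytometry, FL1 (488/535 nm); read-out: percent drop in bead-associated FITC signal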
Keap1-Nrf2 PPI: Keap1-Nrf2 (human) interaction inhibition; Q14145; Keap1 Kelch-Nrf2 peptide fluorescence polarization, 1536-well; inhibition, % at 9.4 µM; hit rate 0.15% among 340,000; in the data active means inhibition above about 12%;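 further: human Keap1 Kelch domain with fluorescein labeled Nrf2 9mer peptide probe; 0% = neutral control wells and 100% = peptide positive control; higher means more block of Keap1 binding to Nrf2 peptide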
* = called active by the depositor; . = not tested or not shown.

Below each SMILES – NSD2 HMT inh	PKA-R2B activ	Cardiac RTF inh	Keap1-Nrf2 PPI	C-LANA FP	SR-BI DiI-HDL act	PvdQ acylase	Arr AP2 block	DAGLB inh	SR-BI DiI inh
> COCCCN1C(=O)C(=O)/C(=C(/O)c2ccc(OC)cc2C)C1c1cccnc1 (centres undefined)
  -3	-4	-17	3	2.1	8	6	16	-3	-8
> COCc1nnc(NS(=O)(=O)c2ccc(NC(C)=O)cc2)s1
  -3	-7	-8	-3	-0.5	16	-12	31	0	-16
> COc1cccc(C(=O)NCc2ccco2)c1OC
  7	2	-4	-3	1.6	-16	-6	31	1	16
> CCOc1ccc(C(=O)NCC(=O)NNC(=O)CN(C)S(=O)(=O)c2ccc(Cl)cc2)cc1
  1	4	4	-3	1.4	-22	-8	25	1	22
> CCOC(=O)CCC(=O)Nc1ccc([N+](=O)[O-])cc1C
  -3	.	.	2	0.0	21	-10	7	.	-21
> O=c1c(/C=N/Nc2ccccc2)c(Sc2nnnn2-c2ccccc2)nc2ccccn12
  12	-6	-60	0	1.6	-58	1	16	-3	58
> O=C(O)c1csc(-c2cccc(Cl)c2)n1
  -4	9	4	0	-0.3	-5	2	7	-1	5
> CC(=O)Cc1nsc(Nc2ccccc2)n1
  16	-5	9	-7	-0.1	38	-8	8	0	-38
> CCOC(=O)/C(C#N)=C/c1c(OCC)n(CC)c2ccccc12
  8	-8	-1	1	-0.2	-33	-3	1	-8	33
> COc1cc2cccc(OC)c(=O)c2c(OC)c1OC
  .	7	-5	-5	0.4	2	11	-19	-5	-2
> Cc1cc(OC(C)C(=O)NCC2CCCO2)cc(C)c1Cl (centres undefined)
  -2	-11	-5	2	1.3	-15	2	46	-2	15
> Cc1c(C(=O)N(Cc2cccs2)C2CCS(=O)(=O)C2)oc2ccccc12 (centres undefined)
  1	-1	0	1	0.9	8	-12	3	-1	-8
> O=C(CN(C(=O)CSc1nnc(COc2ccccc2)o1)c1ccc(F)cc1)NC1CCCCC1
  0	-4	0	-5	0.2	-36	-7	16	-3	36
> CC1=C(C)CC(C(=O)NNC(=O)c2ccccc2O)C(C(=O)O)C1 (centres undefined)
  5	-7	-6	0	-1.7	-14	-9	37	3	14
> CCOCCCN(C)C1CCN(C(=O)c2oc3ccccc3c2NC(=O)c2cccc([N+](=O)[O-])c2)CC1
  27	7	4	0	-0.2	-6	-1	9	1	6
> COc1ccc(CC(=O)Nc2cccc(-c3nnc(-c4ccco4)o3)c2)cc1
  -2	-13	2	-3	-1.0	-36	-5	-9	-1	36
> COc1cc(-n2cnnn2)ccc1S(=O)(=O)N1CCOCC1
  8	-1	-3	-1	0.5	-13	-2	6	-1	13
> COCCSc1nc(N)c(NC(=O)c2ccc(OC)cc2)c(=O)[nH]1
  0	-8	-6	1	1.6	9	-15	-7	1	-9
> Cc1cccc2sc(NC(=O)C3c4ccccc4Oc4ccccc43)nc12
  0	-4	-3	-5	-0.4	-53	-8	-5	-9	53
> Cc1ccc(-c2nnc(NCc3nc4ccccc4[nH]3)c3ccccc23)cc1S(=O)(=O)N(C)C
  -1	-1	0	-4	2.4	-43	1	21	-4	43
> CCOC(=O)c1cccc(NC(=O)C2CCCO2)c1 (centres undefined)
  -2	-4	0	-1	-0.3	-8	-11	-4	1	8
> O=C(CN1CCN(c2ncccn2)CC1)NCc1ccccc1
  -2	1	-3	-2	-2.1	19	5	-21	0	-19
> COC(=O)CN1C(=O)N/C(=C/c2ccccc2OC)C1=O
  -2	-10	-7	-4	-0.6	-14	-11	-42	2	14
> CCN(CC)S(=O)(=O)c1ccc(N/N=C/c2ccc(O)cc2O)nc1
  1	-2	-1	-2	-1.4	7	-5	4	2	-7
> O=C(COC(=O)C1CCC(=O)N1)Nc1ccc(Cl)cc1Cl (centres undefined)
  -6	4	8	-3	0.3	30	-8	2	-1	-30
> CN(C)C(=O)C1(c2ccccc2)CCN(S(=O)(=O)c2ccccc2)CC1
  -1	6	-7	-6	-2.2	26	11	5	-4	-26
> CO/N=C\C(=N\Nc1ccc(OC)cc1)C(=O)c1ccccc1
  1	-6	1	-2	2.2	-70	-12	37	-11	70
> Cc1cccc(-n2ncc3c(NCCCO)ncnc32)c1
  .	0	-6	5	0.4	.	-1	15	2	.
> O=C(CS(=O)(=O)c1ccc(F)cc1)NCCS(=O)(=O)c1ccccc1
  -2	4	-15	-7	-1.4	23	-15	6	-1	-23
> CN(C)c1c([N+](=O)[O-])ncn1C
  1	0	2	-3	2.4	38	3	33	0	-38
> CCn1ncc(Cl)c1C(=O)NC(=S)Nc1ccccc1Br
  -2	-12	-11	-5	-0.1	-20	-13	11	-17	20
> CC1(C)Cc2c(c(-c3ccco3)nc3sc4c(NCCN5CCOCC5)ncnc4c23)CO1
  1	-1	5	-4	-2.2	27	-6	7	-2	-27
> COc1cc(C2NC(=S)NC(c3ccccc3)=C2C(C)=O)ccc1O (centres undefined)
  4	-4	-3	0	-0.4	-40	-4	-11	-4	40
> CCCCNc1cccc2c1S(=O)(=O)N(CCCC)CC(COCc1ccccc1)O2 (centres undefined)
  .	-1	-2	-2	-1.2	-19	10	29	-17	19
> CC1CCN(c2ccc(C(=O)O)cc2)CC1
  1	-11	1	-4	-1.0	12	-3	22	1	-12
> C=CCOc1c(CNc2ncn[nH]2)cccc1OCC
  6	6	-6	-1	0.3	0	5	5	4	0
> Fc1ccccc1-n1cc(-c2ccccc2)[nH]c1=S
  1	2	-5	4	0.6	-5	-7	7	1	5
> COc1ccc(CCNC(=O)c2ccc(CNS(=O)(=O)c3ccccc3)cc2)cc1OC
  -1	-5	7	0	1.6	-69	0	17	-2	69
> O=C(CC1OC(=O)c2ccccc21)NCC1COc2ccccc2O1 (centres undefined)
  -3	-2	-6	0	-0.6	8	-14	10	-1	-8
> CNC(=S)NNC(=O)COc1cccc(C)c1C
  1	10	-22	1	1.1	14	-11	-12	-1	-14
> Cc1cc(C(=O)COC(=O)c2ccncc2)c(C)n1Cc1ccco1
  48	-2	0	-8	0.2	-8	1	10	2	8
> C[C@H](CO)N1C[C@H](C)[C@@H](CN(C)S(=O)(=O)c2ccccc2)Oc2ccc(NC(=O)Nc3ccc4c(c3)OCO4)cc2C1=O
  .	-2	-12	-1	-3.2	-15	-2	.	4	15
> O=C(NO)c1cc(OCC(F)(F)F)ccc1OCC(F)(F)F
  -1	-4	-2	-1	1.3	-22	-16	6	2	22
> CN1CCN(C(=O)CSc2nc(-c3cccs3)cc(-c3cccs3)c2C#N)CC1
  .	6	-3	-5	6.2	-23	1	2	-2	23
> OCCNC1=NCCN1
  -1	-1	-11	-1	0.2	0	-4	-28	5	0
> O=C(CN1CCN(C(=O)c2ccco2)CC1)Nc1ccc2c(c1)OCO2
  -4	-3	2	0	-0.9	26	-6	26	0	-26
> COc1ccc(CN(Cc2cc3cc(C)ccc3[nH]c2=O)C(=O)N(C)C)cc1
  -1	9	4	0	0.3	-2	-6	-1	-1	2
> CS(=O)(=O)Cc1ccc(C(=O)NCC2(N3CCCCC3)CCCCC2)cc1
  0	-4	1	-5	0.7	10	-19	2	0	-10
> CN(C)/C=C/C(=O)c1nn(-c2ccc(F)cc2)ccc1=O
  -1	8	-1	-2	0.8	-11	-14	3	-3	11
> Cc1ccc(C)c(NC(=O)CSc2nnc(Cc3cccn3C)n2-c2ccc(F)cc2)c1
  .	-7	-3	-3	-1.4	-4	-3	2	-2	4
> CN(C)S(=O)(=O)c1ccc(NC(=O)CSc2nc3ccccc3n2-c2ccccc2)cc1
  -2	-8	-3	-3	2.0	-9	-12	-3	-1	9
> COc1cc(NC(=O)c2cc3ccccc3o2)c(OC)cc1Cl
  1	-4	2	3	0.9	-54	-3	-11	-7	54
> CCOc1ccc(-n2cc(C(=O)N3CCN(C)CC3)c3cc(OC)c(OC)cc3c2=O)cc1
  1	9	-1	-3	-1.2	-28	-6	0	0	28
> COCCCn1c(SCC(=O)Nc2ccc(C)cc2)nc2ccccc2c1=O
  -3	2	-11	0	2.0	-7	-3	15	0	7
> Cn1c(SCc2c(Cl)cccc2Cl)nnc1-c1ccc2nonc2c1
  4	-4	4	-3	1.5	-23	1	13	-4	23
> CCOC(=O)c1c(C)[n+]([O-])c2ccc3c(non3O)c12
  3	-7	-1	1	0.8	-9	-36	-1	0	9
> Cc1ccccc1NC1=C(C(=O)c2ccccc2)N(C)S(=O)(=O)c2ccccc21
  6	9	-8	-6	-0.7	8	-5	-1	-3	-8
> COc1ccc(N2CC(C(=O)OC(C)C(=O)c3ccccc3)CC2=O)cc1 (centres undefined)
  1	-3	-3	2	0.8	-12	4	34	0	12
> O=C1C2C3c4ccccc4C(c4ccccc43)[C@@H]2C(=O)N1c1cccnc1 (some centres undefined)
  2	7	-12	-5	-0.4	20	-11	11	0	-20
> CCN(CC)c1ccc(NC(=O)CSc2nnc(N)s2)cc1C
  .	-4	-3	-1	-0.3	20	5	-3	2	-20

Reprinted from the entries so far, 2 compounds:
Below each SMILES – NSD2 HMT inh	PKA-R2B activ	Cardiac RTF inh	Keap1-Nrf2 PPI	C-LANA FP	SR-BI DiI-HDL act	PvdQ acylase	Arr AP2 block	DAGLB inh	SR-BI DiI inh
> O=C1C2C3c4ccccc4C(c4ccccc43)[C@@H]2C(=O)N1c1cccnc1 (some centres undefined)
  2	7	-12	-5	-0.4	20	-11	11	0	-20
> CCN(CC)c1ccc(NC(=O)CSc2nnc(N)s2)cc1C
  .	-4	-3	-1	-0.3	20	5	-3	2	-20

Next results
Below each SMILES – NSD2 HMT inh	PKA-R2B activ	Cardiac RTF inh	Keap1-Nrf2 PPI	C-LANA FP	SR-BI DiI-HDL act	PvdQ acylase	Arr AP2 block	DAGLB inh	SR-BI DiI inh
> COc1ccc(C(=O)Nc2ccc(C3(C#N)CCCC3)cc2)cc1
  2	-2	6	-3	-0.1	-88	-6	-13	-2	88*
> CCc1cc2c3c(c1)C1(C(=O)N3C(C)(C)C=C2C)C(C#N)=C(N)Oc2[nH]c(=O)[nH]c(=O)c21 (centres undefined)
  4	8	-5	-2	-1.0	1	1	-3	2	-1
> COC(=O)Cc1ccc2oc(-c3cccnc3)nc2c1
  0	-9	-2	-1	-0.1	-5	-12	-10	-1	5
> O=C(CN1C(=O)CSC1=O)N1CCCCC1
  -4	-11	-6	3	0.2	29	-2	22	0	-29
> CC(C#N)(NC(=O)CN1CCN(S(=O)(=O)c2ccccc2C#N)CC1)C1CC1 (centres undefined)
  -1	-3	-3	-1	0.8	18	-14	2	0	-18
> O=C(NCC1COc2ccccc2O1)c1ccc(NC(=O)c2ccco2)cc1 (centres undefined)
  -2	-3	-7	1	-0.7	-51	-10	-4	0	51
> C=CCNC(=S)N/N=C/c1ccc(-c2cccc([N+](=O)[O-])c2)o1
  1	5	2	-1	-0.7	-69	-17	-2	5	69
> Cc1ccc(NC(=O)Cc2nnc(SCC(=O)NC3CCCC3)n2C)c(C)c1
  28	10	-12	-1	1.8	.	-3	-9	1	.
